Screening data: PubChem BioAssay, National Center for Advancing Translational Sciences (NCATS)
GLP1R ag: qHTS of GLP-1 Receptor Agonists; HEK293 GLP-1R CRE-luciferase, luminescence, 4-6 h; cells express a hypersensitive GLP-1R form; Potency, µM (doses to about 45.6 µM), without a hit: top-dose activation, actives largely listed as activators; 380,000 compounds, 0.007% hits; also: potency is read from the fitted curve at half-maximal effect; % of control where 0% means no effect
TDP43 rescue: qHTS of TDP-43 Inhibitors; TDP-43 expressing yeast growth rescue, BacTiter-Glo, 24 h; Potency, µM (top dose mostly 46.1 µM), for inactives: top-dose growth rescue (activation), usual class: activators; 410,000 compounds, 1.8% hits; also: potency is read from the fitted curve at half-maximal effect; % of control where 0% means no effect; nearly all actives have a fitted effect of over 50% in size
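Galactose-induced TDP-43 yeast, OD600=0.02, compound pinned; 24 hr, 30 deg C; BacTiter-Glo luminescence for growth. Inhibitors of TDP-43 toxicity read as activators.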
KB-V1 MDR tox: qHTS assay for MDR1-selective chemotherapeutics: Primary screen using the drug-selected MDR subline cells KB-V1 | KB-V1 MDR cells viability, CellTiter-Glo, 72 h | Potency, µM (series often up to 46.1 µM), inactives show at the top dose activity change, negative = cytotoxicity, usual class: cytotoxic | 400,000 compounds, 3.4% hits | AID 1347076, 2019; also: potency is read from the fitted curve at half-maximal effect; % is scaled to controls: 0 for no effect and ±100 for the full control effect; nearly all actives have a fitted effect of over 60% in size
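Following 72 h at 37 degrees C with compound, KB-V1 cell viability was read by CellTiter-Glo luminescence, medium being phenol-red-free DMEM plus 10% FBS; concentration-response parameters came from normalized, curve-fitted qHTS data.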
aSyn rescue: qHTS of alpha-syn Inhibitors. Yeast expressing alpha-synuclein, growth rescue, BacTiter-Glo, 24 h. Potency, µM (doses to about 46.1 µM), without a hit: at the highest dose growth rescue (activation), hits mostly activators. 370,000 compounds, 0.14% hits; also: potency is read from the fitted curve at half-maximal effect; % of control where 0% means no effect; nearly all actives have a fitted effect of over 65% in size
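Rescue of yeast growth: cells expressing toxic alpha-synuclein, induced in galactose at OD600 0.02, incubated with compound 24 h at 30 C. ATP luminescence quantified growth; inhibitors of toxicity appear as activators.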
D3 antag: qHTS of D3 Dopamine Receptor Antagonist: qHTS | D3R cells, DiscoveRx beta-arrestin luminescence, antagonist mode; hits give low values | max response, negative = inhibition, % | 360,000 compounds, 2.5% hits; in the data active = max response below about -50%; inconclusive = no clear call, values can overlap the other calls; also: % is scaled to controls: 0 for no effect and ±100 for the full control effect; mostly tested at two doses, the higher about 12 µM
Target sequence (P35462 whole entry, looked up): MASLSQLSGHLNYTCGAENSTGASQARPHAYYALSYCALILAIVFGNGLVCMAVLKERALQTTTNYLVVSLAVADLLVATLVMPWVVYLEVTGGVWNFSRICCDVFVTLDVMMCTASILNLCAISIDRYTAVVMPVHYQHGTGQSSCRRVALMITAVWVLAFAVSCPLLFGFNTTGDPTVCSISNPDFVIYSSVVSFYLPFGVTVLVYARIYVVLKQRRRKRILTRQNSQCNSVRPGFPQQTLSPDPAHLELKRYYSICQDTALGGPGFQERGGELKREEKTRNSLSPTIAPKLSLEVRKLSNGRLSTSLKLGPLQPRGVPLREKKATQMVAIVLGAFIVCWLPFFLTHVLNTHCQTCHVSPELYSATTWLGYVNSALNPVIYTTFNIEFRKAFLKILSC
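Cells expressing the human receptor were seeded at 1500 cells/well, incubated overnight at 37 degrees C in 5% CO2, then exposed to library compounds with dopamine controls for 90 minutes at 37 degrees C before luminescent detection.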
D3 ag: qHTS of D3 Dopamine Receptor Agonist: qHTS. D(3) dopamine receptor (Homo sapiens), P35462. max activation, %. D3R DiscoveRx beta-arrestin cells, luminescence, 90 min. AID 652048, 2013. 410,000 compounds, 0.58% hits; in the data active = max activation above about 30%; also: 0% is about no effect; mostly tested at two doses, the higher about 12 µM
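Agonist-mode cell screen: cells plated at 1500/well and incubated overnight at 37 °C, then exposed to library compounds for 90 min at 37 °C. Detection reagent was added for 30–60 min at room temperature, and luminescence was read.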
PTHR1 ag: qHTS for PTHR1 Agonists: Primary Screen. Parathyroid hormone/parathyroid hormone-related peptide receptor (Homo sapiens), Q03431. HEK293 GP2 PTHR1 cells, GloSensor cAMP luminescence, 1 h. Potency, µM (highest dose often 115 µM), inactives show at the highest dose activation, actives largely listed as activators. 410,000 compounds, 0.075% hits. AID 743266, 2014; also: potency is read from the fitted curve at half-maximal effect; nearly all actives have a fitted effect of over 55% in size; some results filed as inactive show a strong effect at the top dose; inactives centre near -15; many of its hits are not listed in these tables
Target sequence (Q03431 whole entry, looked up): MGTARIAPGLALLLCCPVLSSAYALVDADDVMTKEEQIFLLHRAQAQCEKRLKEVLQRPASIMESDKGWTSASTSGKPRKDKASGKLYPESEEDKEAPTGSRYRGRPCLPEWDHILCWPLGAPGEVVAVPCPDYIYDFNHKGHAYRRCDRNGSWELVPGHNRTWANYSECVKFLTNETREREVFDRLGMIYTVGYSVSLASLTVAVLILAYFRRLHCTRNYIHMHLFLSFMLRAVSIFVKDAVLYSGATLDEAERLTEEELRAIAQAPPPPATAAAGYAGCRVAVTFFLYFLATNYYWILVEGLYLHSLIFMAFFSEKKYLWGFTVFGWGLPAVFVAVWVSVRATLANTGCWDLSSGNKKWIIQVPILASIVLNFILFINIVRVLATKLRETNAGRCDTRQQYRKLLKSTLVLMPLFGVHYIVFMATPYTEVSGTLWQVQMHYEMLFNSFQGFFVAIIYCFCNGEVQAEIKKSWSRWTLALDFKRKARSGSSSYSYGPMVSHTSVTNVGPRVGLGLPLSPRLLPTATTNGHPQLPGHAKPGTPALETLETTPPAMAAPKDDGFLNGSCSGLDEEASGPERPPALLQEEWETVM
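HEK-293-derived GP2 cells expressing PTHR1 and a GloSensor cAMP reporter, 3,000/well, plated overnight, given luciferin plus IBMX (each 0.5 mM as added) for 1 h at 37 °C, then compound for 1 h at 37 °C. Luminescence was read after 15 min at room temperature.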
GLP1R cytotox: qHTS of GLP-1 Receptor Inverse Agonists: Cytotox Screen; 410,000 compounds, 0.13% hits; HEK293 cAMP-luciferase reporter cells, luminescence, 24 h; Potency, µM (top dose mostly 38.3 µM), for inactives: at the top dose activity change, negative = inhibition, usual class: inhibitors;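 also: loss of luciferase light is scored as toxicity; potency is read from the fitted curve at half-maximal effect; % is scaled to controls: 0 for no effect and ±100 for the full control effect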
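Luminescence readout: signal drop marks cytotoxicity. Plated cells grew 12 h at 37 °C, 5% CO2, received 23 nL compound for 24 h, then got luciferase reagent, read after 12 min at RT.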
GLP1R inv ag: qHTS of GLP-1 Receptor Inverse Agonists (Inhibition Mode); Glucagon-like peptide 1 receptor (Homo sapiens), P43220; HEK293 GLP-1R CRE-luciferase, luminescence, 24 h; GLP-1R form is constitutively active; Potency, µM (doses to about 38.3 µM), for the others: top-dose activity change, negative = inhibition, usual class: inhibitors; 410,000 compounds, 1.6% hits; also: potency is read from the fitted curve at half-maximal effect; % is scaled to controls: 0 for no effect and ±100 for the full control effect; nearly all actives have a fitted effect of over 55% in size
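HEK293 cells stably co-expressing a cAMP-responsive luciferase reporter and constitutively active GLP-1R were seeded, incubated 12 h, then exposed to compounds for 24 h at 37 C. Luminescence was read 12 min after detection reagent; inverse agonists lower signal.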
* hit, by the source's call; i = inactive; ? = inconclusive; / = not tested or not shown; [ ] = dose if it differs, or a comment. Unless noted, calls follow the shape of the dose curve; as a rule, active = well fitted curve in the direction sought with a large enough effect; inconclusive = small, poorly fitted or top-dose-only effect, or another doubt; inactive = no such curve, though single readings can be large; an effect the other way counts as inactive or inconclusive. A portion of the library; rates above refer to the full screens.

SMILES	GLP1R ag	TDP43 rescue	KB-V1 MDR tox	aSyn rescue	D3 antag	D3 ag	PTHR1 ag	GLP1R cytotox	GLP1R inv ag
COCCCNC(=O)C[C@H]1C[C@H](C(=O)N2CCOCC2)[C@@]2(CCC3CCCC3)c3[nH]c4cc(CCC(=O)N(C)C)ccc4c3CCN2C1=O	6%	15%	18%	4%	-22	23	-31%[inhibitor]	0%	5%
O=C(NNc1nc2cc3c(cc2s1)OCO3)c1ccc(F)cc1	3%	22%	?	1%	11	3	-29%	-19%	-12%
COc1cc(NC(=O)c2noc3c2CCCC3)c(OC)cc1Cl	-3%	-21%	1%	-7%	9	-14	?	5%	0%
O=C(NCCOCCn1c(=O)oc2ccccc21)Nc1ccc(F)cc1F	/	20%	8%	/	/	-9	-11%	3%	-23%
CCOc1nc(-c2ccc(OC)cc2)ccc1-c1noc(C)n1	7%	-7%	?	-6%	15	28	-28%	3%	-7%
O=C(NCCc1nc2ccccc2[nH]1)/C(=C/c1ccc2c(c1)OCO2)NC(=O)c1ccccc1	3%	11%	7%	7%	17	1	i	-11%	-13%
CN(C)c1ccc(C(=O)Nc2cccc(S(=O)(=O)N3CCCC3)c2)cc1	3%	16%	-15%	-6%	-6	1	-67%[inhibitor]	-12%	-15%
Cc1cc(C)nc(NC(=O)c2cc3ccccc3o2)n1	-5%	-24%	-15%	0%	-11	-1	-24%	-2%	17%
CSc1ncc(C(=O)Nc2cccnc2)c(C(F)(F)F)n1	-5%	-4%	27%	1%	22	1	-11%	0%	0%
Cc1c(C(=O)N2CCCCCC2(C)C(=O)NCC(C)C)oc2ccccc12 (stereo not given)	1%	24%	?	-6%	6	5	-2%	-5%	?
CCOc1ccc(/C=C/C(=O)Nc2ccc3nc(N(CC)CC)cc(C)c3c2)cc1OC	/	?	/	/	/	7	-18%	-25%	?
C#CCOCCOCCOCCNc1nc(N2CCN(C(=O)[C@H](CCCCN)n3cc([C@@H](N)[C@H](C)CC)nn3)CC2)nc(N2CCN(C(=O)[C@H](CCC(=O)O)n3cc([C@@H](N)CCSC)nn3)CC2)n1	0%	21%	0%	-8%	-9	-19	i	1%	4%
O=C(COc1coc(CN2CCN(Cc3ccccc3)CC2)cc1=O)Nc1ccccc1	-3%	-10%	-14%	2%	25	-2	-77%[inhibitor]	7%	8%
CCc1ccc2[nH]c(=O)c(CN(CC3CCCO3)C(=S)NCc3ccco3)cc2c1 (stereo not given)	16%	3%	8%	8%	2	5	-24%	-18%	?
CCc1ccc(OCC(=O)Nc2ccc(N3CCN(S(C)(=O)=O)CC3)cc2)cc1	0%	4%	-16%	1%	4	4	-33%	2%[7.66 µM]	-7%[7.66 µM]
O=C(CN1CCN(C(=O)c2ccccc2)CC1)Nc1ccc(Cl)cc1F	5%	-12%	-17%	0%	10	-3	-10%	5%	11%
Cc1ccc(-c2nc3ccccc3o2)cc1NC(=O)Cc1cccs1	-14%	-13%	23%	-6%	25	6	i	-4%	24%
O=C(NCc1ccccc1)c1nnc(CS(=O)(=O)c2ccccc2)o1	-2%	-5%	-6%	-1%	-22	0	-8%	4%	8%
O=C(CSc1nnc(NC(=O)c2c(F)cccc2F)s1)Nc1ccccc1F	0%	-10%	-13%	4%	14	18	-16%	-2%	4%
O=C(CCCN1C(=O)C(c2ccccc2)Oc2cccnc21)Nc1ccccc1Br (stereo not given)	17%	7%	-26%	6%	-2	3	-44%[inhibitor]	3%	?
COc1ccccc1-c1cn(S(=O)(=O)c2ccc(F)cc2)nc1N	15%	0%	-22%	13%	2	7	-37%	11%	-12%
CCCNC(=O)CN1C(=O)NC(Cc2c[nH]c3ccccc23)C1=O (stereo not given)	1%	2%	-6%	-2%	1	0	10%	-6%	14%
CC1=C(NCCc2ccccc2)CCC1=O	4%	-1%	6%	-4%	-13	1	i	4%	3%
C[C@@H]1CN([C@H](C)CO)S(=O)(=O)c2ccc(-c3ccc(C(=O)N(C)C)cc3)cc2O[C@H]1CN(C)C(=O)Cc1ccccn1	-1%	-1%	-3%	0%	34	7	-12%	5%	-7%
COc1ccc(C(=O)CSc2nnc(Cn3nnc4ccccc43)n2C)cc1	0%	-9%	0%	0%	-17	-14	-6%[57.5 µM]	-29%	?

A few values from the list.
TDP43 rescue, `CCc1ccc(OCC(=O)Nc2ccc(N3CCN(S(C)(=O)=O)CC3)cc2)cc1` is entered as 4%
aSyn rescue, `O=C(NCCc1nc2ccccc2[nH]1)/C(=C/c1ccc2c(c1)OCO2)NC(=O)c1ccccc1` is entered as 7%
KB-V1 MDR tox, `Cc1ccc(-c2nc3ccccc3o2)cc1NC(=O)Cc1cccs1` is entered as 23%

Additional structures.
SMILES	GLP1R ag	TDP43 rescue	KB-V1 MDR tox	aSyn rescue	D3 antag	D3 ag	PTHR1 ag	GLP1R cytotox	GLP1R inv ag
CC(C)(C)c1nnc(NC(=O)CS(=O)(=O)Cc2ccccc2)s1	0%	5%	6%	1%	1	2	i	3%	4%
CC(=O)Nc1cc(-c2ccccc2)nn1Cc1ccc(Cl)cc1	-2%	-7%	?	5%	11	1	-27%	1%	?
COC(=O)[C@@]12CCCN1[C@H](c1ccc(-c3cccc(Cl)c3)cc1)[C@H]1C(=O)N(C)C(=O)[C@H]12	2%	-4%	-14%	?	-2	-21	-8%	-1%	?
CC(=O)Nc1ccc(/C=N/NC(=O)c2cc3cc(C)ccc3nc2C)cc1	-6%	-15%	-4%	0%	-6	-13	-2%[57.5 µM]	-22%	-1%
Cc1cc2cc3c(cc2nc1SCC(=O)N1c2ccccc2CC1C)OCO3 (stereo not given)	-6%	23%	?	-5%	0	0	i	-9%	-1%
CCc1ccc(NC(=O)NCC2CCN(c3ccc(OC)cc3)C2)cc1 (stereo not given)	5%	8%	-6%	0%	0	6	-14%	-8%	?
Cc1ccc(S(=O)(=O)CCC(=O)N(CCN2CCOCC2)c2nc3ccccc3s2)cc1	0%	10%	5%	0%	16	-2	-26%	0%	4%
O=C(COc1ccc([N+](=O)[O-])cc1)NCCc1nc2ccccc2[nH]1	17%	-13%[1.82 µM]	?	1%	-4	0	i	-3%	4%
COc1ccc(CCc2cc(OC)cc(=O)o2)cc1	0%	23%	-19%	-7%	0	2	-26%	5%	5%
Cc1ccc2oc(=O)c(/C=C(\O)C(C)(C)C)nc2c1	-1%	-24%	4%	-2%	-10	0	i	-12%	302%[activator]
OCC1(CCc2ccccc2)CCN(Cc2cc(F)ccc2-n2cccn2)CC1	10%	7%	26%	2%	-3	-7	10%	5%	-30%
COc1cc(/C=N\NC(=O)c2ccc(-c3ccccc3)cc2)cc(Br)c1O	9%	-8%	-19%	8%	16	1	-28%	4%	?
Cc1ccc(C)c(CN2C(=O)c3ccccc3Sc3ccc(C(=O)NCc4cccs4)cc32)c1	/	19%	/	/	/	7	-20%	2%	?
COc1ccc(/C=C2/CCc3ccccc3C2=O)cc1CN1CCOCC1	8%	0%	?	0%	12	-1	-37%[inhibitor]	3%	?
Cc1ccc(-c2ccc(=O)n(CC(=O)NCCN3C(C)CCCC3C)n2)cc1 (stereo not given)	1%	-14%	7%	7%	3	-2	0%[57.5 µM]	1%	-13%
COc1cc(C(=O)NNC(=O)C2CSC3(C)CCC(=O)N23)cc(OC)c1OC (stereo not given)	-2%	-11%	?	-5%	-4	4	i	-1%	13%
CCOC(=O)N1CCN(C(=O)C[C@@H]2C[C@@]3(C(=O)OC)CC(C)(C)CC=C3N(CCc3ccc(OC)c(OC)c3)C2=O)CC1	/	17%	?	1%	8	-1	-4%	-9%	0%
Cc1ccc(C)n1N1C(=O)/C(=C\c2ccc(Cl)cc2)SC1=S	-20%	22%	7%	-12%	-20	-6	-36%	-5%	?
CN(c1cccc(NS(=O)(=O)c2ccccc2)c1)S(C)(=O)=O	1%	5%	-16%	1%	11	0	i	6%	3%
COc1ccc(-c2ccc(-c3noc(-c4ccccc4C)n3)c(OC)n2)cc1	-17%	2%	-4%	3%	42	6	i	-7%	9%
O=C1COc2ccccc2C(c2nc3ccccc3[nH]2)N1C1CC1 (stereo not given)	-1%	-3%	-17%	-4%	0	-4	-2%	5%	20%
COc1ccc(OC)c(N(CC(=O)Nc2ccc(NC(C)=O)cc2)S(C)(=O)=O)c1	-1%	-4%	-5%	-1%	11	-3	-13%[57.5 µM]	5%	9%
Cc1cccc(-c2ncc(S(=O)(=O)C(C)(C)C)c(N)n2)c1	?	4%	0%	-4%	-14	-22	?	13%	1%
OC(CNc1ccccc1)Cn1ccc2ccccc21 (stereo not given)	3%	7%[9.22 µM]	-9%	18%	-14	-16	-18%	0%	11µM*
CCOCC(=O)Nc1cc(C(=O)NCCc2ccccc2)ccc1Cl	7%	-10%	-11%	1%	5	-7	i	-10%	-13%
C#CCn1c(=NC(=O)c2cccs2)sc2cccc(OC)c21	13%	0%	1%	-4%	40	8	-15%	-25%	6%
Cc1c(CCOC(=O)CC23CC4CC(CC(C4)C2)C3)sc[n+]1CC(=O)c1ccccc1	10%	11%	-10%	-8%	-5	-9	-10%	?	?
O=C(COC(=O)/C=C/c1cccc(Br)c1)NC1CC1	-1%	?	0%	-4%	-13	-4	i	-12%	14%
COc1ccc2nc(NC(=O)CS(=O)(=O)c3ccc(C)cc3)sc2c1	9%	1%	5%	3%	45	26	i	1%	13%
